Bioassay records as filed in PubChem.
APJ ag – agonists of human APJ apelin receptor. 0.11% of 330,000 active. AID 2520. CHO-K1 APJ PathHunter beta-arrestin, luminescence; 0% DMSO wells, 100% apelin. activation, % at 20 µM. P35414;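 active = activation more than six SD over the plate average, tested at 20 µM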;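 note: 0% = DMSO alone and 100% = apelin-13 at 10 nM; some results filed as inactive read as strong as hits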
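Assay system: engineered CHO-K1 APJ arrestin reporter cells; Amount: 1000 CHO-K1 reporter cells seeded per well; Dosing: one dose, 20 µM compound, 1% DMSO; Times: compound stimulation 90 min at 25 °C, detection 60 min; Measured by: luminescent beta-gal fragment complementation, chemiluminescent substrate; Read-out: APJ–arrestin association signal; Controls: DMSO vs Apelin-13 10 nM.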
CCR6 antagonist – CCR6 (human) receptor antagonism | P51684 | CHO-K1 CCR6 PathHunter beta-arrestin, luminescence, CCL20-stimulated | inhibition, % at 20 µM | 0.49% of 340,000 active | AID 493098;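 active = compounds whose inhibition of the agonist-driven luminescence signal at 20 µM reaches about 50%, limit read from the data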;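 note: cells stimulated with CCL20 at 14 nM final; plate controls were DMSO with CCL20 for no effect and DMSO without agonist for full effect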
Target sequence (P51684 whole entry, looked up): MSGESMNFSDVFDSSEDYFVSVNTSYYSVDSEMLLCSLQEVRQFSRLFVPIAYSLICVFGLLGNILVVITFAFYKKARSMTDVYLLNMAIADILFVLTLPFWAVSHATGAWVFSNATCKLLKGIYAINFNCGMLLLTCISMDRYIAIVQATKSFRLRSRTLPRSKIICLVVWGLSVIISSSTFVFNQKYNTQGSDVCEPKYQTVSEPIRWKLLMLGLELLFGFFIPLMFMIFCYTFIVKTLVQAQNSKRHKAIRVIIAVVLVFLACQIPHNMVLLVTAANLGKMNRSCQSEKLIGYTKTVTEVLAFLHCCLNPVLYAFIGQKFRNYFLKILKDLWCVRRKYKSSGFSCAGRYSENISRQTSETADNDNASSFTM
APJ antag – antagonists of human APJ apelin receptor. P35414. 0.32% of 330,000 active. inhibition, % at 20 µM. CHO-K1 APJ beta-arrestin complementation, luminescence. AID 2521;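 active = inhibition above about 40% at 20 µM, limit read from the data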;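 note: cells challenged with 10 nM apelin-13 agonist together with compound; plate controls were apelin-13 plus DMSO wells for no effect and DMSO wells lacking apelin-13 for full effect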
UBC13 inh – blocks human UBC13 polyubiquitin chain formation. P61088. TR-FRET. inhibition, % at 20 µM. 0.47% of 330,000 active; in the data active = inhibition above about 45%, passing the limit was not always enough
Target sequence (P61088 whole entry, looked up): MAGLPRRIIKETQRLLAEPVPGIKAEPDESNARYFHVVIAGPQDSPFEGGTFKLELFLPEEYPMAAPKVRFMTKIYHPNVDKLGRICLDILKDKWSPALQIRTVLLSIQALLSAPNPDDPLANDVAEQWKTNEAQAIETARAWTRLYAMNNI
Gli-Sufu block – blocks Gli-Sufu signaling in a luciferase reporter | Sufu-KO-LIGHT fibroblasts, Gli luciferase reporter luminescence | inhibition, % at 5 µM | 0.74% of 340,000 active | AID 588413;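 active = inhibition above about 55%, limit read from the data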;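 note: 0% = DMSO-treated cells and 100% = wells with medium but no cells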
CXCR6 block – CXCR6 (human) receptor inhibition. CHO-K1 PathHunter CXCR6 beta-arrestin, luminescence. inhibition, % at 20 µM. 0.36% of 360,000 active; in the data active = inhibition above about 34%, passing the limit was not always enough;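 note: antagonist mode with CXCL16 agonist at 10 nM final; 0% = 10 nM CXCL16 with DMSO and 100% = unstimulated wells without agonist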
EBI2 antag – blocks human EBI2 receptor beta-arrestin signaling. P32249. EBI2 beta-arrestin recruitment, luminescence, 7a,25-OHC stimulated. inhibition, % at 5 µM. 0.81% of 360,000 active. AID 651636; in the data active = inhibition above about 38%;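 note: enzyme fragment complementation signal reports receptor beta-arrestin coupling in cells; 0% = agonist plus DMSO wells and 100% = wells without agonist; some results beyond the cut were filed as inactive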
Target sequence (P32249 whole entry, looked up, the tested form may be a part): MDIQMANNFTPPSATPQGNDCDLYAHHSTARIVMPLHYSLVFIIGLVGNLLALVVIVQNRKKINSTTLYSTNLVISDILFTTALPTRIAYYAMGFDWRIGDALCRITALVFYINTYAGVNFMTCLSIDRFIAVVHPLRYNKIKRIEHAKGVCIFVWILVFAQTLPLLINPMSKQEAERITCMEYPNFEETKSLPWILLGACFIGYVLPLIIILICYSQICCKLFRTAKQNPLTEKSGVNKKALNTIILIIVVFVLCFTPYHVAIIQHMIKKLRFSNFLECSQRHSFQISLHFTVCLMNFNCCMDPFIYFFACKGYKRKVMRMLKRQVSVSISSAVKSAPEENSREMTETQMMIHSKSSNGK
ATG4B inhibitor – ATG4B (human) cysteine protease inhibition. Q9Y4P1. 0.51% of 340,000 active. inhibition, % at 8.33 µM. ATG4B cleavage of LC3-PLA2, NBD-HPC fluorescence, 1 h; in the data active = inhibition above about 40%
Starred values were filed as active, the others as inactive; / = no result given.

No.	Structure	APJ ag	CCR6 antagonist	APJ antag	UBC13 inh
1	Cc1cc(C(=O)NCCC(C)C)c2ccccc2n1	-2	6	-13	-2
2	O=C(COc1ncnc2sccc12)N1CCN(S(=O)(=O)c2ccc(Cl)cc2)CC1	-4	-12	3	3
3	O=C(Nc1cccnc1)C(Cc1ccccc1)n1cccc1 (centres undefined)	1	-15	1	-4
4	COc1ccc2oc(C(=O)OCC(=O)NCCc3ccc(S(N)(=O)=O)cc3)c(C)c2c1	1	13	-8	26
5	CCOC(=O)C1CCN(CC(=O)N(CC(C)C)c2c(N)n(CC(C)C)c(=O)[nH]c2=O)CC1	-3	11	-21	-2
6	CCCCCCCCCCCCCCCC(=O)NCCc1c[nH]c2ccccc12	-1	10	-73	-14
7	Cc1ccc(Cl)cc1NC(=O)c1cc(S(=O)(=O)N2CCOCC2)cn1C	-5	10	7	0
8	CCOCc1cc(CN2CCC(n3nccc3NC(=O)C3CC3)CC2)ccc1OC	1	-6	-2	0
9	O=C(NNC(=O)c1ccc(Br)s1)c1ccc(F)c(S(=O)(=O)N2CCOCC2)c1	-4	17	8	4
10	O=C(c1cccnc1Nc1ccccc1F)N1CCOCC1	0	1	3	2
11	C=C(C)c1cccc(C(C)(C)NC(=O)N2CCN(CC(N)=O)CC2)c1	1	15	-3	-2
12	COc1cccc(OCc2cc(C(=O)N3CCN(c4ccccc4O)CC3)no2)c1	-2	14	-9	0
13	COc1ccc(-c2cc(C(F)F)n3ncc(C(=O)N4CCN(C(=O)c5ccco5)CC4)c3n2)cc1	-1	10	-3	5
14	CCSc1nc(C)nc2c1oc1ccccc12	0	10	2	9
15	CN1C(=O)c2ccc(C(=O)NCc3ccccn3)cc2C1=O	6	-9	-7	-3

No.	Gli-Sufu block	CXCR6 block	EBI2 antag	ATG4B inhibitor
1	0	-1	17	0
2	-12	4	8	-11
3	-17	-8	-6	-8
4	-29	-7	0	-3
5	-8	-3	-3	3
6	-2	-1	17	-23
7	-6	3	-10	-13
8	-8	8	-6	0
9	-5	-3	2	-5
10	5	4	-4	12
11	-15	-5	5	-7
12	-24	-1	5	-2
13	7	2	10	-5
14	-6	-13	-5	1
15	5	14	-6	-2

Next section.
No.	Structure	APJ ag	CCR6 antagonist	APJ antag	UBC13 inh
16	CCCCn1c(N)c(N(CCOC)C(=O)c2cc(C)oc2C)c(=O)[nH]c1=O	4	0	9	-1
17	COc1ccc(-c2cc(=O)[nH]c(=O)[nH]2)cc1	-3	-6	-9	0
18	O=C(OCC(=O)N1CCN(c2ccccc2)CC1)c1ccccc1NCCO	-6	0	-12	13
19	COc1ccc(-c2csc(Nc3ccc(S(N)(=O)=O)cc3)n2)cc1	-1	-13	0	9
20	O=C(Nc1ccc(Cl)c(Cl)c1)C1C2C=CC3(O2)C1C(=O)N(CCN1CCCCC1)C3C(=O)NC1CCCCC1 (centres undefined)	-1	0	14	14
21	COc1cc(/C=C2\SC(=Nc3c(C)n(C)n(-c4ccccc4)c3=O)NC2=O)ccc1O	/	11	/	/
22	CCc1noc(C)c1C(=O)Nc1nc2ccc(OC)cc2s1	-3	/	-52	8
23	O=C(NCCCNC(=O)c1ccccc1Cl)c1cnccn1	-3	2	18	9
24	Cc1sc2nc3n(c(=O)c2c1C)CCCS3	-2	16	-16	2
25	O=C(CCCn1c(SCC(=O)Nc2ccccc2Cl)nc2ccccc2c1=O)NCC1CCCO1 (centres undefined)	-4	17	4	3
26	CCOc1cc(Br)cc(C(c2c(C(=O)O)[nH]c3ccccc23)c2c(C(=O)O)[nH]c3ccccc23)c1O	0	11	10	-22
27	COc1ccc2cc3cc(C(=O)Nc4ccc5c(c4)OCO5)oc3nc2c1	7	0	6	-4
28	CCS(=O)(=O)N1CCC(C(=O)NC2CCCCC2)CC1	2	3	-7	0
29	Cc1ccnc(NC(=O)c2cccc(NC(=O)CC3SC(N4CCCCC4)=NC3=O)c2)c1 (centres undefined)	2	6	-42	6
30	N/C(=N\O)c1ccncc1	-2	5	-2	1

No.	Gli-Sufu block	CXCR6 block	EBI2 antag	ATG4B inhibitor
16	-7	0	-3	0
17	-2	-3	5	-7
18	-2	1	5	-10
19	12	-13	14	0
20	20	4	4	-8
21	3	9	-10	6
22	-12	3	2	7
23	-10	1	-6	-3
24	-3	8	-4	12
25	24	2	5	7
26	1	4	1	33
27	-7	-2	-1	15
28	-1	0	2	7
29	-7	-2	-3	-2
30	-5	-1	-11	-7

Following part.
No.	Structure	APJ ag	CCR6 antagonist	APJ antag	UBC13 inh
31	CC(=O)NC(CCS(C)(=O)=O)C(=O)Nc1ccccc1 (centres undefined)	-1	5	-4	-3
32	Cc1ccccc1NC(=O)CSc1nc2ccccc2o1	-2	6	-14	-3
33	Cc1ccc(N(C(=O)Cn2nnc3ccccc32)C(C(=O)NCc2ccccc2)c2ccccn2)cc1 (centres undefined)	-4	6	-3	1
34	CCc1nnc(NC(=O)c2c(O)c3c([nH]c2=O)CCCC3)s1	1	3	-6	12
35	O=C(NCc1ccccn1)c1cccc(NS(=O)(=O)c2ccc(Br)cc2)c1	-1	6	-8	-5
36	COc1ccc(CC(=O)OCC(=O)NNC(=O)c2ccccc2)cc1	-1	6	7	-4
37	CCOC(=O)C(CC)Sc1nc2c(cnn2-c2ccccc2)c(=O)[nH]1 (centres undefined)	-4	8	3	-14
38	CN(CCC#N)CC(=O)Nc1ccc(S(N)(=O)=O)cc1	-1	2	6	-4
39	Cc1ccc(C(=O)Nc2ccc(OCc3ccccc3)cc2)s1	-2	5	19	2
40	COc1ccc(NC(C#N)c2ccc(OC)cc2)cc1 (centres undefined)	-1	4	10	-7
41	CCn1nc(C(C)C(=O)O)c2ccccc2c1=O (centres undefined)	-4	4	8	11
42	CCCn1nc(NC(=O)c2cccs2)c2cc3cc(C)ccc3nc21	2	25	-7	6
43	CCN(CC(=O)Nc1ccc(NC(C)=O)cc1)C(=O)/C=C/c1ccc2c(c1)OCO2	-1	6	0	3
44	COCc1cc(C)nc(OCC(=O)N/N=C/c2ccc(O)cc2)c1C#N	-2	8	1	-6
45	CC(C)OP(=O)(c1ccc(N(C)C)cc1)C(Nc1ccccc1)c1cccnc1 (centres undefined)	-2	4	-7	-14

No.	Gli-Sufu block	CXCR6 block	EBI2 antag	ATG4B inhibitor
31	3	5	8	-2
32	-15	-2	-5	6
33	7	13	-5	-10
34	-25	1	-3	-7
35	2	2	-3	-3
36	-13	7	8	5
37	1	-1	3	-21
38	-9	-6	-1	2
39	-20	-2	-16	-6
40	0	4	-1	-2
41	-5	-10	1	8
42	-20	4	3	-10
43	-6	5	-3	-1
44	2	7	63*	5
45	-3	3	-4	-8

Already shown: twelve of the compounds above.
No.	Structure	APJ ag	CCR6 antagonist	APJ antag	UBC13 inh
31	CC(=O)NC(CCS(C)(=O)=O)C(=O)Nc1ccccc1 (centres undefined)	-1	5	-4	-3
32	Cc1ccccc1NC(=O)CSc1nc2ccccc2o1	-2	6	-14	-3
33	Cc1ccc(N(C(=O)Cn2nnc3ccccc32)C(C(=O)NCc2ccccc2)c2ccccn2)cc1 (centres undefined)	-4	6	-3	1
34	CCc1nnc(NC(=O)c2c(O)c3c([nH]c2=O)CCCC3)s1	1	3	-6	12
35	O=C(NCc1ccccn1)c1cccc(NS(=O)(=O)c2ccc(Br)cc2)c1	-1	6	-8	-5
36	COc1ccc(CC(=O)OCC(=O)NNC(=O)c2ccccc2)cc1	-1	6	7	-4
37	CCOC(=O)C(CC)Sc1nc2c(cnn2-c2ccccc2)c(=O)[nH]1 (centres undefined)	-4	8	3	-14
38	CN(CCC#N)CC(=O)Nc1ccc(S(N)(=O)=O)cc1	-1	2	6	-4
39	Cc1ccc(C(=O)Nc2ccc(OCc3ccccc3)cc2)s1	-2	5	19	2
40	COc1ccc(NC(C#N)c2ccc(OC)cc2)cc1 (centres undefined)	-1	4	10	-7
41	CCn1nc(C(C)C(=O)O)c2ccccc2c1=O (centres undefined)	-4	4	8	11
42	CCCn1nc(NC(=O)c2cccs2)c2cc3cc(C)ccc3nc21	2	25	-7	6

No.	Gli-Sufu block	CXCR6 block	EBI2 antag	ATG4B inhibitor
31	3	5	8	-2
32	-15	-2	-5	6
33	7	13	-5	-10
34	-25	1	-3	-7
35	2	2	-3	-3
36	-13	7	8	5
37	1	-1	3	-21
38	-9	-6	-1	2
39	-20	-2	-16	-6
40	0	4	-1	-2
41	-5	-10	1	8
42	-20	4	3	-10

Following part.
No.	Structure	APJ ag	CCR6 antagonist	APJ antag	UBC13 inh
46	Cn1c(SCC(=O)Nc2sccc2C(N)=O)nnc1-c1ccncc1	-5	5	6	-1
47	S=C(NCCc1ccccn1)Nc1cc(Cl)cc(Cl)c1	-4	8	10	7
48	O=C(N/N=C\c1coc2ccccc2c1=O)c1ccco1	-5	-3	-1	0
49	CC(OC(=O)c1cc[n+]([O-])cc1)C(=O)Nc1ccc(C(N)=O)cc1 (centres undefined)	-1	-9	12	-8
50	O=C(CN1C(=O)NC2(CCCc3ccccc32)C1=O)NCc1ccc(Cl)cc1Cl (centres undefined)	1	12	-6	-2
51	CCOc1ccc(CN2CCNC(=O)C2CC(=O)NCCc2cnccn2)cc1 (centres undefined)	-3	-6	7	0
52	Cc1nc2ncc(Br)cc2[nH]1	0	7	2	5
53	CC(C)Cn1c(N)c(C(=O)COC(=O)/C=C/c2cccs2)c(=O)n(C)c1=O	-4	0	11	-11
54	COc1cccc(CN2CC(C(=O)N3CCN(C(C)C)CC3)CCC2=O)c1 (centres undefined)	-1	9	6	-2
55	C=C(C)C1CC=C(C)/C(=N/NC(=O)COc2ccc(C)cc2)C1 (centres undefined)	-2	-2	4	-6
56	COc1ccc(CCNC(=O)C2CCCN(c3ncnc4c3nc3n4CCCCC3)C2)c(OC)c1 (centres undefined)	1	9	0	2
57	CCOC(=O)CSc1nnc2n(Cc3ccccc3)c(=O)c3c4c(sc3n12)CCC4	/	16	/	/
58	Cc1ccc(C)c(Nc2nn3c(=O)c4ccc(C(=O)NCc5cccnc5)cc4nc3s2)c1	2	15	12	10
59	COc1cccc(CNC(=O)CN2C(=O)CC(c3ccccc3)=Nc3ccccc32)c1	-6	6	-17	-1
60	COc1cccc2cc(-c3cc(=O)oc4ccc(O)cc34)oc12	-3	-1	8	2
61	COc1ccc(-c2oc3ccccc3c2C#CC(C)(C)O)cc1	-4	-3	-3	35
62	Nc1ccccc1C(=O)Nc1cccc2ccccc12	-1	2	1	-10

No.	Gli-Sufu block	CXCR6 block	EBI2 antag	ATG4B inhibitor
46	13	-11	-7	-9
47	-3	-5	4	2
48	18	-2	1	11
49	7	-9	-8	-22
50	-4	1	11	6
51	/	-2	-17	-4
52	-3	-2	-3	8
53	-2	-15	6	31
54	-6	5	-6	4
55	-5	0	15	7
56	31	2	-3	-4
57	13	13	6	-8
58	10	-3	-4	1
59	-6	-1	0	-9
60	11	-5	6	-14
61	-8	4	-8	2
62	-51	-11	0	3
